BAZ2B inh: qHTS Assay for Inhibitors of BAZ2B; 360,000 tested, 4.4% active; AID 504333, 2011; AlphaScreen BAZ2B-H3K14Ac peptide displacement; Potency, µM (series often up to 114 µM), without a hit: at the top dose activity change, negative = inhibition, most hits filed as inhibitors; Bromodomain adjacent to zinc finger domain protein 2B (Homo sapiens), Q9UIF8; note: % is set by controls: 0 for no effect and ±100 for the full control effect; nearly all actives have a fitted effect of over 60% in size
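In this displacement format the biotinylated H3(5-23) peptide acetylated at Lys14 serves as ligand at 50 nM, with BAZ2B at 50 nM in PBS pH 7.4 containing 0.01% Tween-20. Donor and acceptor beads are 10 ug/mL final.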
Pol eta inh: qHTS for Inhibitors of Polymerase Eta; DNA polymerase eta (Homo sapiens), Q9Y253; recombinant Pol eta, fluorescent DNA replication assay; Potency, µM (series often up to 114 µM), for inactives: at the top dose activity change, negative = inhibition, actives largely listed as inhibitors; 390,000 tested, 1.2% active; note: % is set by controls: 0 for no effect and ±100 for the full control effect
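Pol eta (10 nM) was preincubated with compounds for 15 min at room temperature, after which fluorescent replication substrate (50 nM final) was added to start the reaction. Fluorescence was read kinetically at 0 and 10 min.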
APEX1 inh: qHTS Assay for Inhibitors of the Human Apurinic/apyrimidinic Endonuclease 1 (APE1) | 350,000 tested, 0.35% active | recombinant APE1, TAMRA/BHQ-2 abasic DNA cleavage fluorescence | AID 2517, 2012 | DNA repair nuclease/redox regulator APEX1 (Homo sapiens), P27695 | Potency, µM (doses to about 65.8 µM), without a hit: at the top dose activity change, negative = inhibition, most hits filed as inhibitors;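 note: plate controls were vehicle for no effect and reference inhibitor for full effect; nearly all actives have a fitted effect of over 55% in size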
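Readout is kinetic fluorescence (ex 525, em 598 nm) from cleavage of 50 nM TAMRA/BHQ-2 THF abasic duplex by 0.75 nM APE1, compound added 15 min beforehand at RT.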
POLB inh: qHTS Assay for Inhibitors of DNA Polymerase Beta; AID 485314, 2010; P06746; 340,000 tested, 1.3% active; Potency, µM (titrated, usually from 114 µM), inactives show at the highest dose activity change, negative = inhibition, hits mostly inhibitors; Pol beta primer extension/strand displacement, fluorescence kinetic; note: % is set by controls: 0 for no effect and ±100 for the full control effect
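Human Pol beta at 10 nM; strand-displacement substrate 50 nM final. Compound exposure 15 min at room temperature before start, reaction 10 min at room temperature.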
G9a block: qHTS Assay for Inhibitors of Histone Lysine Methyltransferase G9a; G9a H3K9 monomethylation, AlphaScreen, 2 h; 350,000 tested, 8.8% active; Histone-lysine N-methyltransferase EHMT2 (Homo sapiens), Q96KQ7; Potency, µM (series often up to 102 µM), without a hit: at the highest dose activity, negative = inhibition, hits mostly inhibitors; AID 504332, 2011; note: % is set by controls: 0 for no effect and ±100 for the full control effect; nearly all actives have a fitted effect of over 75% in size
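Quantitative HTS format: methyltransferase activity on a biotin-tagged H3K9 peptide is measured by AlphaScreen, using a rabbit anti-monomethyl-H3K9 antibody with streptavidin donor and anti-IgG acceptor beads. Final levels are 20 nM enzyme, 500 nM peptide, 20 uM SAM; 2 h RT.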
POLK inh: qHTS for Inhibitors of Polymerase Kappa; DNA polymerase kappa (Homo sapiens), Q9UBT6; purified Pol kappa, fluorescent DNA synthesis assay, 10 min; Potency, µM (highest dose often 107 µM), without a hit: at the top dose activity, negative = inhibition, hits mostly inhibitors; 400,000 tested, 0.53% active; AID 588579, 2011; note: % is set by controls: 0 for no effect and ±100 for the full control effect
Target sequence (Q9UBT6 whole entry, looked up): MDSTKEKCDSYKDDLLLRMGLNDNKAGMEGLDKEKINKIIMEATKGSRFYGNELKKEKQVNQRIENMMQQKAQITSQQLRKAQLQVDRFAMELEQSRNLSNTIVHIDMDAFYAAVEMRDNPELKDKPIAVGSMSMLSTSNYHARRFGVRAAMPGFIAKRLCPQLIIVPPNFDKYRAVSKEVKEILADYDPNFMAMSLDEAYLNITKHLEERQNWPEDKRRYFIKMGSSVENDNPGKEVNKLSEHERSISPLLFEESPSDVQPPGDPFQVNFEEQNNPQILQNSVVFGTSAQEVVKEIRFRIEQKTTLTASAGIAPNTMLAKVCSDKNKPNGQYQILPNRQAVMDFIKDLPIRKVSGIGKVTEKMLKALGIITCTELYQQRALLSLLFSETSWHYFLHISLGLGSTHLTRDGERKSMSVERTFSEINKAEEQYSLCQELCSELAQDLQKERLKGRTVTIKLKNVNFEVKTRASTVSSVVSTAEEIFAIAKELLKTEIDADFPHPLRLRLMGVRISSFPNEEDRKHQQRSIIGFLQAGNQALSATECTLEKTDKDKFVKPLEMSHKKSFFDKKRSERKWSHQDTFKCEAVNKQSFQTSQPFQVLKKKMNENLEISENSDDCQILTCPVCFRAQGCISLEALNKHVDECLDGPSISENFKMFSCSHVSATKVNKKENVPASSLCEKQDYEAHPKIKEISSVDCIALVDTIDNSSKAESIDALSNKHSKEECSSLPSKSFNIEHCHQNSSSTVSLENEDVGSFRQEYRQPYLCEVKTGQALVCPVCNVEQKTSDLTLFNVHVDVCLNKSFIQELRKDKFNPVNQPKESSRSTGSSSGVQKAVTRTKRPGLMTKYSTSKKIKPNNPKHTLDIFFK
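First, compounds were pin-transferred onto 10 nM Pol kappa. After 15 min at room temperature, substrate was added to 50 nM final. Fluorescence was then measured kinetically at 0 and 10 min.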
BLM inh: qHTS Assay for Inhibitors of Bloom's syndrome helicase (BLM); RecQ-like DNA helicase BLM (Homo sapiens), P54132; recombinant BLM DNA unwinding, fluorescence dequenching; Potency, µM (top dose mostly 56.1 µM), without a hit: at the top dose activity change, negative = inhibition, most hits filed as inhibitors; 350,000 tested, 0.2% active;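 note: plate controls were vehicle for no effect and no enzyme for full effect; nearly all actives have a fitted effect of over 35% in size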
Pol iota inh: qHTS for Inhibitors of Polymerase Iota; Potency, µM (top dose mostly 115 µM), without a hit: at the highest dose activity, negative = inhibition, most hits filed as inhibitors; 390,000 tested, 1% active; Pol iota fluorescent replication assay, 10 min; DNA polymerase iota (Homo sapiens), Q9UNA4
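Pol iota at 10 nM preincubated 15 min with compounds at room temperature; reaction started with fluorescent substrate, 50 nM final. Fluorescence read kinetically at 0 and 10 min; buffer-only wells as negative control.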
JMJD2A Tudor: qHTS Assay for Inhibitors of JMJD2A-Tudor Domain. Lysine-specific demethylase 4A (Homo sapiens), O75164. AlphaScreen JMJD2A-Tudor / H3K4me3 peptide binding. Potency, µM (series often up to 114 µM), for the others: top-dose activity change, negative = inhibition, hits mostly inhibitors. 390,000 tested, 4.4% active. AID 504339, 2011; note: % is set by controls: 0 for no effect and ±100 for the full control effect; nearly all actives have a fitted effect of over 50% in size
An asterisk follows results filed as active; [ ] = remark or other dose. Calls come from the whole dose curve; as a rule, active = well fitted curve in the direction sought with a large enough effect; inconclusive = small, poorly fitted or top-dose-only effect, or another doubt; inactive = no such curve, though single readings can be large; an effect the other way counts as inactive or inconclusive. Potency is the fitted concentration of half-maximal effect. An excerpt; count on the stated rates, not on these rows.

What do the screens show for `O=C(Cn1c(SCc2ccccc2F)nc2cccnc21)Nc1ccc(F)c(Cl)c1`?
BAZ2B inh: 0%; Pol eta inh: -3%; POLB inh: 1%; G9a block: inconclusive; POLK inh: -7%; BLM inh: -3%; Pol iota inh: -10%; JMJD2A Tudor: -16%

Results for CCN(CC)S(=O)(=O)c1cccc(C(=O)NCC(=O)OCC(=O)NCc2ccccc2)c1 ?
BAZ2B inh: 1%; Pol eta inh: -12%; APEX1 inh: -4%; POLB inh: -27%; G9a block: 13%; POLK inh: -8%; BLM inh: -1%; Pol iota inh: 10%; JMJD2A Tudor: -7%

What do the screens show for `CCCNC(=S)NC1CC2CCCC(C1)N2CC(C)C` (stereo unspecified)?
BAZ2B inh: 8%; Pol eta inh: -1%; APEX1 inh: 3%; POLB inh: -1%; G9a block: -11%[59 µM]; POLK inh: -2%; BLM inh: 0%; Pol iota inh: inconclusive; JMJD2A Tudor: 1%

Results for CCOc1ccc(NC(=O)CCNc2c(N3CCCC3)c(=O)c2=O)cc1 ?
BAZ2B inh: 2%; Pol eta inh: -24%; APEX1 inh: 1%; POLB inh: -19%; G9a block: -28%[12.7 µM]; POLK inh: -13%; BLM inh: -1%; Pol iota inh: -6%; JMJD2A Tudor: 29%[11.4 µM]

Results for O=C(Nn1c(-c2ccncc2)nc2ccccc2c1=O)c1ccc([N+](=O)[O-])cc1Cl ?
BAZ2B inh: -18%; Pol eta inh: -9%; APEX1 inh: 0%; POLB inh: 10%; G9a block: 2%; POLK inh: 0%; BLM inh: -1%; Pol iota inh: 28%; JMJD2A Tudor: -8%

How did Cc1ccc(SCCc2ccc(C)nc2)cc1 do in these assays?
BAZ2B inh: 30%; Pol eta inh: -15%; APEX1 inh: -2%; POLB inh: 20%[57.1 µM]; G9a block: -13%; POLK inh: 2%; BLM inh: 3%; Pol iota inh: 1%; JMJD2A Tudor: 5%

What do the screens show for `COCCC1CCCCN1C(=O)c1ccc(OC2CCN(C(C)=O)CC2)c(OC)c1` (stereo unspecified)?
BAZ2B inh: 1%; Pol eta inh: -6%; APEX1 inh: -4%; POLB inh: 55%; POLK inh: -6%; BLM inh: 2%; Pol iota inh: -2%; JMJD2A Tudor: 8%

How did CCCn1c(=N)c(C(=O)NCc2cccnc2)cc2c(=O)n3cccc(C)c3nc21 do in these assays?
BAZ2B inh: -1%; Pol eta inh: -19%; POLB inh: -1%; G9a block: -5%[59 µM]; POLK inh: 1%; BLM inh: 4%; Pol iota inh: 22%; JMJD2A Tudor: 11%

Results for Cc1cccc(-n2ncc3c(NC(C)C)ncnc32)c1 ?
BAZ2B inh: 0%; Pol eta inh: -10%; APEX1 inh: -1%; POLB inh: 0%; G9a block: -10%; POLK inh: -15%; BLM inh: -1%; Pol iota inh: 16%; JMJD2A Tudor: -6%

Results for Cc1ccc(S(=O)(=O)C(CNC(=O)c2ccc(F)c(F)c2)c2ccco2)cc1 (stereo unspecified) ?
BAZ2B inh: -5%; Pol eta inh: -3%; POLB inh: -3%; G9a block: 7%[59 µM]; POLK inh: -8%[60.1 µM]; BLM inh: -1%; Pol iota inh: 29%; JMJD2A Tudor: -18%

Results for CCOC1(OCC)N=C(N)C2(C#N)C(c3cccc(OC)c3OC)C12C#N (stereo unspecified) ?
BAZ2B inh: -35%; Pol eta inh: -19%; APEX1 inh: 13%; POLB inh: 28%; G9a block: inconclusive; POLK inh: -3%; BLM inh: -3%; Pol iota inh: -3%; JMJD2A Tudor: inconclusive

How did COc1ccc(NC(=O)CSc2ccc(-c3sc(C)nc3C)nn2)cc1 do in these assays?
BAZ2B inh: -3%; Pol eta inh: -3%; APEX1 inh: 21%; POLB inh: -13%; G9a block: -2%; POLK inh: -7%; BLM inh: -8%; Pol iota inh: 15%; JMJD2A Tudor: -8%

What do the screens show for `Cc1ccc2c(Cl)cc(Cl)c(OCC(=O)N3CCOCC3)c2n1`?
BAZ2B inh: 10%; Pol eta inh: -11%; APEX1 inh: 0%; G9a block: 4%[12.7 µM]; POLK inh: -12%; Pol iota inh: 30%; JMJD2A Tudor: -9%

Results for Cc1cc(C(=O)NCc2nc(-c3ccccc3)no2)ccc1[N+](=O)[O-] ?
BAZ2B inh: -25%; Pol eta inh: -21%; APEX1 inh: -1%; POLB inh: -2%; G9a block: inconclusive; POLK inh: -9%; BLM inh: -4%; Pol iota inh: 19%; JMJD2A Tudor: -27%

What do the screens show for `CC(C)=CCN1CCN(Cc2c(C)nn(C)c2Cl)CC1CCO` (stereo unspecified)?
BAZ2B inh: -3%; Pol eta inh: -11%; APEX1 inh: -2%; POLB inh: inconclusive; G9a block: 23%; POLK inh: 1%; BLM inh: -2%; Pol iota inh: 25%; JMJD2A Tudor: 1%

What do the screens show for `Cc1ccc(SC2=C(C(=O)O)CCCC2)cc1`?
BAZ2B inh: -3%; Pol eta inh: -4%; APEX1 inh: 1%; POLB inh: 59%; G9a block: 10%; POLK inh: 0%; BLM inh: -2%; Pol iota inh: 6%; JMJD2A Tudor: -3%

Results for CCOc1ccc2[nH]c(=O)c(CN(Cc3ccccc3)C(=O)N3CCCC3)cc2c1 ?
BAZ2B inh: 4%; Pol eta inh: -14%; APEX1 inh: 0%; POLB inh: -23%; G9a block: -40%; POLK inh: -1%; BLM inh: -4%; Pol iota inh: 8%; JMJD2A Tudor: -8%

How did c1csc(CNc2nc(-c3ccc4c(c3)OCO4)nc3ccccc23)c1 do in these assays?
APEX1 inh: -10%; G9a block: 0%[0.501 µM]; POLK inh: -9%[60.1 µM]; BLM inh: -8%

What do the screens show for `Cc1ccccc1OCCOC(=O)c1cc(S(=O)(=O)N2CCCCC2)ccc1N1CCOCC1`?
BAZ2B inh: -2%; Pol eta inh: -22%; APEX1 inh: -7%; G9a block: -5%[12.7 µM]; POLK inh: -5%; Pol iota inh: 5%; JMJD2A Tudor: -9%

Results for C=CCC1(O)C(=O)N2C(=C1C(=O)N1CCOCC1)c1ccccc1CC2(C)C (stereo unspecified) ?
BAZ2B inh: 6%; Pol eta inh: -5%; APEX1 inh: 5%; POLB inh: 23%; G9a block: 1%; POLK inh: -13%; BLM inh: -4%; Pol iota inh: 0%; JMJD2A Tudor: -2%

What do the screens show for `Cc1ccc(-n2c(C)nnc2SCC(=O)NNC(=O)c2ccco2)cc1`?
BAZ2B inh: -7%; Pol eta inh: -2%; APEX1 inh: -1%; POLB inh: 1%; G9a block: -15%[59 µM]; POLK inh: -2%; BLM inh: -2%; Pol iota inh: 20%; JMJD2A Tudor: -17%

Results for N#C/C(=C(/O)Cc1ccccc1)P(=O)(c1ccccc1)c1ccccc1 ?
BAZ2B inh: -9%; Pol eta inh: -16%; APEX1 inh: 0%; POLB inh: -13%; G9a block: inconclusive; POLK inh: -2%; BLM inh: 2%; Pol iota inh: inconclusive; JMJD2A Tudor: -11%

Results for O=C(CSc1nc2ncccc2o1)Nc1ccc(Cl)cc1F ?
BAZ2B inh: -6%; Pol eta inh: -17%; POLB inh: 22%; G9a block: 12%[59 µM]; POLK inh: 15%; BLM inh: -2%; Pol iota inh: 4%; JMJD2A Tudor: -14%

How did COc1ccccc1NC(=O)C1=C(C)Nc2ncnn2C1c1ccc(C)o1 (stereo unspecified) do in these assays?
BAZ2B inh: -27%; Pol eta inh: -17%; APEX1 inh: 10%; POLB inh: 0%; G9a block: -42%[12.7 µM]; POLK inh: -7%; BLM inh: -2%; Pol iota inh: 16%; JMJD2A Tudor: -6%

How did CN(C)c1cc[n+](CC(=O)Nc2ccc([N+](=O)[O-])cc2Cl)cc1 do in these assays?
BAZ2B inh: 2%; Pol eta inh: -15%; APEX1 inh: 3%; POLB inh: 10%; G9a block: inconclusive; POLK inh: -1%; BLM inh: 1%; Pol iota inh: -9%; JMJD2A Tudor: -3%

Filtered by structure, the entries above with a cyano group (two)
Results for CCOC1(OCC)N=C(N)C2(C#N)C(c3cccc(OC)c3OC)C12C#N (stereo unspecified) ?
BAZ2B inh: -35%; Pol eta inh: -19%; APEX1 inh: 13%; POLB inh: 28%; G9a block: inconclusive; POLK inh: -3%; BLM inh: -3%; Pol iota inh: -3%; JMJD2A Tudor: inconclusive

Results for N#C/C(=C(/O)Cc1ccccc1)P(=O)(c1ccccc1)c1ccccc1 ?
BAZ2B inh: -9%; Pol eta inh: -16%; APEX1 inh: 0%; POLB inh: -13%; G9a block: inconclusive; POLK inh: -2%; BLM inh: 2%; Pol iota inh: inconclusive; JMJD2A Tudor: -11%
